CXCR6 block: CXCR6 (human) receptor inhibition; O00574; CHO-K1 PathHunter CXCR6 beta-arrestin, luminescence; inhibition, % at 20 µM; hit rate 0.36% among 360,000; AID 602244; in the data active means inhibition above about 34%, passing the limit was not always enough;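 further: antagonist mode with CXCL16 agonist at 10 nM final; 0% = 10 nM CXCL16 with DMSO and 100% = unstimulated wells without agonist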
Target sequence (O00574 whole entry, looked up): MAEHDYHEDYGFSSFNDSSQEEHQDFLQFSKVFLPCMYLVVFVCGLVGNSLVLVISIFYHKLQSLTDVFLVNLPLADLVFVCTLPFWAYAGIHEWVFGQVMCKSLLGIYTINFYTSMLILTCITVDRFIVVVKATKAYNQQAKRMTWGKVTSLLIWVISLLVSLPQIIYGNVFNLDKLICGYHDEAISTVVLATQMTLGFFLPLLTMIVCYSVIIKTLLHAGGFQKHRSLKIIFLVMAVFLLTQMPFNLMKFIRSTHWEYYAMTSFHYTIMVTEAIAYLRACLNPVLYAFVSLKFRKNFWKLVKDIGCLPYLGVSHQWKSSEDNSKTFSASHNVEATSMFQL
Gli-Sufu block: blocks Gli-Sufu signaling in a luciferase reporter. Sufu-KO-LIGHT fibroblasts, Gli luciferase reporter luminescence. inhibition, % at 5 µM. hit rate 0.74% among 340,000;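 active means inhibition above about 55%, limit read from the data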;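 further: 0% = DMSO-treated cells and 100% = wells with medium but no cells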
A3A deaminase: inhibitors of human APOBEC3A DNA deaminase; P31941; recombinant A3A, FAM/TAMRA ssDNA deamination fluorescence; inhibition, % at 20 µM; hit rate 0.41% among 330,000; AID 493011;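 active means at least 40% inhibition at 20 µM here, with at most 30% in a related deaminase screen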;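 further: plate controls were A3A with DMSO for no effect and wells lacking A3A enzyme for full effect; some results filed as inactive read as strong as hits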
Target sequence (P31941 whole entry, looked up): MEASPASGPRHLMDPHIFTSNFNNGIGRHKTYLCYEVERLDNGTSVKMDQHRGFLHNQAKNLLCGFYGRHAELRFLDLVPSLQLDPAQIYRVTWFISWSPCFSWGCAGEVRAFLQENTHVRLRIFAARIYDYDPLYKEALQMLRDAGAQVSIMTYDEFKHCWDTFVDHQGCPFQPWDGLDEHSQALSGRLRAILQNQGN
A3G deaminase: inhibitors of human APOBEC3G DNA deaminase. Q9HC16. recombinant A3G, ssDNA deamination FAM/TAMRA fluorescence. inhibition, % at 20 µM. hit rate 0.28% among 330,000. AID 493012;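 active means inhibition of at least 40% at 20 µM, with no more than 30% in the related APOBEC3A deaminase screen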;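 further: plate controls were DMSO wells with A3G for no effect and wells lacking A3G enzyme for full effect; some compounds called inactive have numbers as strong as hits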
Target sequence (Q9HC16 whole entry, looked up): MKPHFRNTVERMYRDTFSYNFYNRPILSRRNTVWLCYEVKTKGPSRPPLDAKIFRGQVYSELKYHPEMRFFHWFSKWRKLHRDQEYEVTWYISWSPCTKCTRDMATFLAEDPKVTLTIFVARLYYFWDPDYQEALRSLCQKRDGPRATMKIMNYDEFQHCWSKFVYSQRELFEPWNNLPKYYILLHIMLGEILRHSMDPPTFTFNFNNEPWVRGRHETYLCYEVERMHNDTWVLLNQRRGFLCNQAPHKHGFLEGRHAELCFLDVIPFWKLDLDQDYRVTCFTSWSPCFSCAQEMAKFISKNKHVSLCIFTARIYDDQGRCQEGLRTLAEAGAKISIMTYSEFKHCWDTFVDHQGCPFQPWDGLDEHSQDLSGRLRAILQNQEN
CCR6 antagonist: blocks CCL20-driven beta-arrestin recruitment at human CCR6 | CHO-K1 CCR6 PathHunter beta-arrestin, luminescence, CCL20-stimulated | AID 493098 | inhibition, % at 20 µM | hit rate 0.49% among 340,000 | P51684;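 active means compounds whose inhibition of the agonist-driven luminescence signal at 20 µM reaches about 50%, limit read from the data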;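 further: cells stimulated with CCL20 at 14 nM final; plate controls were DMSO with CCL20 for no effect and DMSO without agonist for full effect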
GRIN3A LBD mod: NR3A (human) ligand-binding domain modulation. Tm shift relative to glycine control, % at 25 µM. hit rate 2.5% among 340,000. NR3A LBD differential scanning fluorimetry, Tm shift; 0% = protein alone, 100% = glycine-bound protein;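 active means melting temperature shift of at least 10% of the positive control shift, at one fixed dose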
EBI2 block: antagonists of human EBI2 receptor. P32249. EBI2 beta-arrestin recruitment, luminescence, 7a,25-OHC stimulated. inhibition, % at 5 µM. hit rate 0.81% among 360,000; in the data active means inhibition above about 38%;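 further: enzyme fragment complementation signal reports receptor beta-arrestin coupling in cells; 0% = agonist plus DMSO wells and 100% = wells without agonist; some results beyond the cut were filed as inactive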
MPTP block: inhibitors of mitochondrial permeability transition pore | isolated mouse mitochondria, Ca2+ swelling absorbance, 30 min | hit rate 1.4% among 360,000 | inhibition, % at 10 µM | AID 602449;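 active means inhibition of 50% or more, scaled per plate between neutral and stimulator controls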;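 further: 0% = DMSO wells given calcium and 100% = 1 mM EGTA wells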
An asterisk follows results filed as active; / = not tested or not shown.

SMILES	CXCR6 block	Gli-Sufu block	A3A deaminase	A3G deaminase	CCR6 antagonist	GRIN3A LBD mod	EBI2 block	MPTP block
Nc1nncn1C(=O)CCCOc1ccc(Cl)cc1Cl	-6	3	4	-1	4	1	-7	-2.1
Cc1cc(N)n2ncc(-c3cccc(Br)c3)c2n1	-9	-77	-5	-5	-1	7	10	2.6
CSc1ncccc1C(=O)OCc1ccccc1Cl	2	-10	-1	-8	13	2	-1	-2.2
COc1ccc(NC(=O)Nc2ccc3c(c2)C(=O)N([C@H](C)CO)C[C@H](C)[C@@H](CN(C)S(=O)(=O)c2cccs2)O3)cc1	9	-4	-2	-6	15	-3	-5	0.1
OC(CNc1ccnc2cc(Cl)ccc12)CNC1CCCCC1 (centres undefined)	-3	5	/	/	7	-3	-10	2.6
O=C(NCCO)C(=O)c1c(-c2ccc(Cl)cc2)cc2ccccn12	-1	-3	-1	-10	0	-4	-14	2.1
CC(=O)Nc1cc(S(=O)(=O)Nc2ccccc2C)c(C)cc1C	2	4	-3	-9	18	0	-1	-0.3
CC(C)(C)[C@H]1COC(=O)[C@H](Cc2ccc(F)cc2)CC/C=C/C[C@@H](CC(=O)N[C@H](CO)Cc2ccccc2)C(=O)N1	3	15	3	-2	2	-1	-3	-1.6
Cc1cc(NC(=O)c2cc3nc(C4CC4)cc(C(F)(F)F)n3n2)no1	2	-2	-1	0	-22	1	-4	0.4
CC1(C)CC2(CCO1)N1CC3(C)CN2CC(C)(C1)C3O (centres undefined)	-4	-3	-1	2	1	-1	-16	-1.1
CC(=O)C1=C(O)CC(c2ccccc2)CC1=NCCc1ccccc1 (centres undefined)	11	3	-1	-1	10	-2	26	-0.6
O=C(NC1CCSc2ccccc21)c1cccc(S(=O)(=O)N2CCOCC2)c1 (centres undefined)	3	-4	2	-9	17	0	3	-1.3
CC(=O)Nc1ccc(-c2csc(NC(=O)C3=COCCO3)n2)cc1	0	-14	-4	-9	6	-2	4	-1.9
CCOc1ccsc1C(=O)NNC(=O)c1ccco1	-5	-13	0	-3	7	-1	1	0.9
CCCCCCc1nc2ccccc2c(=O)n1NC(=O)c1c(O)c2c(n(CC(C)C)c1=O)CCCC2	12	-3	5	0	10	6	12	-1.2
CC(C)CN(C(=O)CN1CCOCC1)c1c(N)n(CC(C)C)c(=O)[nH]c1=O	18	-3	-2	-3	-5	0	-6	1.8
Cc1c(Cl)cccc1NC(=O)c1ccco1	-13	10	-2	-3	5	0	2	-1.1
Cc1ccc(C)c(NC(=O)CSc2cccc3cccnc23)c1	-6	-12	-7	-6	5	2	-7	-0.2
O=NN(CCc1ccncc1)c1ccc(OCc2ccccc2)cc1	0	48	1	-8	4	2	13	93*
COc1ccc(C(c2nnnn2Cc2ccccc2)N2CCN(c3ccccc3)CC2)cc1 (centres undefined)	4	-3	-5	-5	46	6	7	-4.2
Nc1nnc(SCC(=O)NCCOc2ccccc2)s1	5	2	-8	3	14	-2	-21	-1.3
N#C/C(=C\c1cc2c(cc1Br)OCO2)c1ccc(C(=O)O)cc1	-1	-3	-5	-1	7	-1	2	0.0
COc1cc(/C=C(\C#N)C(=O)NCC2CCCO2)ccc1OC(C)C (centres undefined)	-3	7	3	-5	-14	11*	-7	-1.4
COC(=O)c1cc(Br)c(=O)n(Cc2ccncc2)c1	0	24	-1	-6	-4	0	3	-0.1
Cc1nc(Cl)c(C(=O)Nc2cccc(F)c2)c(C)c1Cl	-4	3	1	-6	0	0	-4	2.1
CCn1c(C(=O)N2CCC(Cc3ccccc3)CC2)cc2sccc21	4	8	-1	-3	10	3	2	-0.3
CCCCn1c(NCc2cccs2)nc2ccccc21	4	3	0	1	12	0	5	-0.2
O=C(NCc1ccccn1)c1ccc(COc2ccc(Cl)cc2)o1	-2	/	-3	-5	5	-1	-3	0.9
CC(C)CC1NC(=O)N(CC(=O)Nc2cc([N+](=O)[O-])ccc2F)C1=O (centres undefined)	-5	-3	0	-1	7	0	-1	0.3
O=C1CC(c2ccc(F)cc2)SC(N(c2ccccc2)c2ccccc2)=N1 (centres undefined)	8	11	0	-6	4	-3	-2	-1.5
CC(C)CCN1CCN(Cc2cccc(-n3cccn3)c2)CC1CCO (centres undefined)	9	13	2	-4	2	-2	2	2.0
O=C1CSC(c2cn(-c3ccccc3)nc2-c2ccccc2)N1Cc1ccco1 (centres undefined)	15	3	4	2	1	0	18	1.6
Oc1ccc2c(c1)c1ccccc1c1ncccc21	-2	-12	/	/	-9	31*	-1	3.0
O=C(Nc1ccnn1C1CCN(Cc2ccc(CO)o2)CC1)c1ccccc1Cl	0	-24	-3	-1	5	-1	-10	0.4
COc1ccc(/C=C2\Oc3cc(OCC(=O)N4CCC[C@H]4CO)ccc3C2=O)c(OC)c1	-4	4	7	0	17	-2	4	0.9
CCc1ccc(NC(=S)N(CCCN2CCOCC2)Cc2ccccn2)cc1	-2	-8	-2	-1	4	-1	14	-0.2
CCCn1c2ccccc2c2cnn(CC(=O)NCCCN3CCCCC3CC)c(=O)c21 (centres undefined)	7	13	-1	-6	2	-1	8	-1.9
CC(Sc1ccc(S(=O)(=O)N2CCCC2)cn1)C(N)=O (centres undefined)	-3	7	-3	-6	-2	0	-1	-2.8
O=C(OCc1nc2ccccc2s1)c1ccc(Br)o1	6	-9	2	-2	21	0	-8	-3.0
Cc1nc2nc(C)c(CCC(=O)NC3CCCCC3)c(C)n2n1	-1	4	3	-2	11	-1	1	1.1
CCCc1cc2c(=O)c(-c3ccccn3)coc2cc1OC	-9	-72	1	13	0	1	-5	2.2
CCNc1[nH]c(=O)n(C)c(=O)c1N=O	0	3	-1	-3	-5	1	-5	-2.4
CN(C)Cc1ccc(F)cc1Sc1cc(Cl)ccc1Cl	-7	-18	2	3	28	-1	7	59*
O=C(N/N=C\c1ccc(Br)o1)C1COc2ccccc2O1 (centres undefined)	-12	-6	26	6	11	-2	9	0.6
Cc1noc(C)c1S(=O)(=O)N(C)C[C@H]1Oc2c(NC(=O)Nc3ccc(C(F)(F)F)cc3)cccc2C(=O)N([C@H](C)CO)C[C@@H]1C	-4	4	3	2	12	11*	9	-1.5
CCC(CC)C(=O)c1c[nH]c(C(=O)NN)c1	-14	-3	2	-1	-25	2	-8	2.2
Cc1cc(C)nc(N/N=C/c2ccccc2OCc2ccc(Cl)cc2)n1	-2	-34	-3	-4	4	-7	-5	-1.1
CCN(CC(=O)Nc1ccc2c(c1)OCCO2)C(=O)/C=C/c1ccc(OC)c(OC)c1	-4	-9	-3	-8	-6	3	-4	0.3
Cc1sc(N/N=C/c2cccnc2)nc1-c1ccc(Cl)cc1	-9	10	-1	-2	-13	-6	16	5.8
Cc1oc2c(CN3CCCC3)c(O)ccc2c(=O)c1-c1ccc(Cl)cc1	0	0	-2	-2	15	-1	3	-11
C=C1C(=O)OC2C=C(CO)CCC=C(CO)CC(OC(=O)C(C)C)C12 (centres undefined)	-6	-5	/	/	7	1	2	-1.1
CC1=CCC2C(=O)N(c3ccc(C(=O)N4CCCCCC4)cc3)C(=O)C2C1 (centres undefined)	7	1	-10	-10	-15	-1	3	-0.1
O=C(CSc1n[nH]c(-c2ccncc2)n1)Nc1ccccc1Cl	-12	-5	-6	-12	-10	3	-9	0.0
COc1ccc(/C=C2\OC(=O)c3c(OC)cccc32)cc1OC	-1	6	-11	-4	-8	3	-1	-14
NC(=O)CSc1nnc(COc2cccc3ccccc23)o1	-2	-6	-4	-8	12	-1	1	1.2
COc1ccc(-c2cc(C(F)F)n3ncc(C(=O)N4CCN(C)CC4)c3n2)cc1	4	6	1	1	4	2	-5	1.6
CCC(C)[C@H](NC(=O)OC(C)(C)C)C(=O)N/N=C/c1ccc2cc(OC)ccc2n1 (some centres undefined)	-8	0	2	0	6	-1	-2	0.6
COc1cc(/C=C/C(=O)N(C)c2ccccc2C(=O)O)cc(OC)c1OC	4	-4	-4	-11	3	2	-1	-0.2
O=[N+]([O-])c1ccc(S(=O)(=O)N/N=C/c2cccs2)cc1	0	-2	0	1	23	3	0	-1.1
CC1CCN(Cc2nc3c(c(=O)n(C)c(=O)n3C)n2CCCc2ccccc2)CC1	-1	-28	0	-7	34	3	13	-1.7

Brought forward from above: 6 entries, then new ones.
SMILES	CXCR6 block	Gli-Sufu block	A3A deaminase	A3G deaminase	CCR6 antagonist	GRIN3A LBD mod	EBI2 block	MPTP block
NC(=O)CSc1nnc(COc2cccc3ccccc23)o1	-2	-6	-4	-8	12	-1	1	1.2
COc1ccc(-c2cc(C(F)F)n3ncc(C(=O)N4CCN(C)CC4)c3n2)cc1	4	6	1	1	4	2	-5	1.6
CCC(C)[C@H](NC(=O)OC(C)(C)C)C(=O)N/N=C/c1ccc2cc(OC)ccc2n1 (some centres undefined)	-8	0	2	0	6	-1	-2	0.6
COc1cc(/C=C/C(=O)N(C)c2ccccc2C(=O)O)cc(OC)c1OC	4	-4	-4	-11	3	2	-1	-0.2
O=[N+]([O-])c1ccc(S(=O)(=O)N/N=C/c2cccs2)cc1	0	-2	0	1	23	3	0	-1.1
CC1CCN(Cc2nc3c(c(=O)n(C)c(=O)n3C)n2CCCc2ccccc2)CC1	-1	-28	0	-7	34	3	13	-1.7
Cc1cccc(N2C(=O)c3ccc(Br)cc3C2=O)n1	-1	/	-7	-4	/	/	1	0.1
Cc1sc2nc(CN3CCOCC3)nc(Cl)c2c1C	-5	-14	-3	-3	0	4	-25	0.7
O=C(O)COc1ccccc1/C=N/NC(=O)COc1ccc(-c2ccccc2)cc1	-6	-6	1	1	1	0	7	-1.2
Cc1cc2cc(CNC(=O)CCC(=O)O)ccc2[nH]1	4	1	0	2	-7	0	2	3.5
CCOC(=O)c1ccc(NC(=O)C23CCC(C)(C(=O)O2)C3(C)C)cc1 (centres undefined)	1	-65	0	-6	-13	0	-2	1.5
CCOCCCNC(=O)C(C)NS(=O)(=O)c1ccc(C)cc1 (centres undefined)	-2	6	-1	-4	13	2	-4	-1.2
COC(=O)CC(=O)CSc1nc2c(cc1C#N)CCC2	0	-10	-2	-3	9	2	-7	-1.9
CCN(CC)S(=O)(=O)c1cc(NC(=O)C(C)OC(=O)c2[nH]c(C)c(C(C)=O)c2C)ccc1C (centres undefined)	2	36	5	-7	10	-8	12	14
O=C(NC1C=CS(=O)(=O)C1)c1sc2ccccc2c1Cl (centres undefined)	-1	7	-2	-6	-13	3	-5	-1.2
COc1cccc(-c2noc(CCCC(=O)Nc3ccc(C(N)=O)cc3)n2)c1	2	10	2	-3	-11	3	-5	0.8
Cc1cc(C(=O)NNC(=S)Nc2ccccc2)nn1C	1	-43	-6	-8	10	-6	-4	-0.7
Cc1ccc(S(=O)(=O)CCC(=O)N(C)C2CCCCC2)cc1	4	0	-2	-1	9	-1	-17	-1.7
COc1cc(S(=O)(=O)NC2CCSc3ccccc32)ccc1NC(C)=O (centres undefined)	-3	-8	-7	-6	-2	-2	4	-0.5
COc1ccc(CNC(=O)CSc2ncnc3nc[nH]c23)cc1	-4	0	3	-3	-1	1	-5	0.3
COC(=O)c1ccc2c(=O)n(CCCCCC(=O)NCc3ccccc3)c(=O)[nH]c2c1	3	2	-1	-1	16	-2	-2	0.8
COc1ccc(CCNC(=S)N2CCN(S(=O)(=O)c3ccccc3)CC2)cc1	4	-4	-3	-9	7	-4	38	0.3
O=C(NC(Cc1ccccc1)C(=O)O)/C(=C\c1cccc([N+](=O)[O-])c1)NC(=O)c1ccco1 (centres undefined)	-7	-1	4	1	2	-2	1	0.0
Cc1nnc(N(C(=O)c2cnccn2)c2ccccc2)s1	0	-15	-1	-2	5	2	-4	-0.2
CC(C)(C)NC(=O)c1ccc2c(c1)N(CC(=O)NC1CCCC1)C(=O)C(C)(C)O2	3	-23	2	0	13	-1	-1	-0.4

Compound activity deposited in PubChem BioAssay by Sanford-Burnham Center for Chemical Genomics.
